C2C12 statin = suppressors of statin myotoxicity in C2C12 myotubes, primary screen, cell-based, single point, plate reader. 0.78% of 330,000 active. C2C12 myotubes + simvastatin, ATP luminescence, 48 h; scaled: DMSO 0, geranylgeraniol control 100. rescue of ATP level, % at 7.49 µM. AID 602340, 2012;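 active = mean ATP rescue above about 67%, or every replicate alone reaching that limit, limit read from the data, passing the limit was not always enough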;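 also: myotubes were challenged with 10 µM simvastatin during compound exposure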
PglD DTNB = C. jejuni PglD acetyltransferase inhibitors, primary screen, biochemical, DTNB colorimetric, single point | AID 602405, 2012 | inhibition, % at 12.5 µM | purified PglD enzyme, DTNB colorimetric CoA detection | UDP-N-acetylbacillosamine N-acetyltransferase PglD (Campylobacter jejuni) | 0.098% of 360,000 active; in the data active = inhibition above about 16%, passing the limit was not always enough; also: strong numbers were not always called active
* marks the source's active call; other numbers are inactive results. This is a subset; rates above refer to the full screens.

SMILES	C2C12 statin	PglD DTNB
Cc1ccc(C)n1-c1ccc(-n2cnnn2)cc1	2.1	0.6
Cc1ccc(C2C(=O)N(C3CCCC3)CC(=O)N2CC2COc3ccccc3O2)cc1 (stereo unspecified)	-4.7	8.2
CCCCNC(=O)OC1CCS(=O)(=O)C1 (stereo unspecified)	9.6	-0.2
Cc1cc(Nc2c(C)n(C)n(-c3ccccc3)c2=O)n2c(nc3ccccc32)c1C#N	-7.9	1.6
Cn1ccnc1SCC(=O)Nc1sccc1C#N	5.7	0.4
CC1CCc2c(sc(NC(=O)CSc3ncnc4c3cnn4-c3ccccc3Cl)c2C#N)C1 (stereo unspecified)	-13.9	-6.1
O=C(NCCCCNC(=O)C1CCCC1)C1CCCC1	-6.1	10.2
Cc1cccc(-n2c(SCC(=O)N3CCCC3)nc3n[nH]c(C)c3c2=N)c1	-83.9	3.7
CC(C)CC(=O)N1CCN(c2ccc([N+](=O)[O-])c(NCc3ccccc3)c2)CC1	-19.9	3.2
COc1ccc2c(c1)OC[C@H]1[C@H]2N2C(=O)c3cc(Br)ccc3NC(=O)[C@@]2(C)[C@H]1c1ccccc1	-0.1	3.6
COc1ccc(C(=O)Nc2ccc(Cl)cn2)cc1Cl	-7.3	-1.1
CC1(c2ccco2)NC(=O)NC1=O (stereo unspecified)	-7.4	-2.7
Cc1ccccc1C(=O)c1cccn1CC(=O)NCc1ccc2c(c1)OCO2	3.0	-11.3
COc1ccc(OC)c(CN2CCN(C(=O)c3cccs3)CC2)c1	6.1	-1.8
CCOC(=O)C(=O)/C(C#N)=C/Nc1ccc(Cl)cc1	8.6	-1.2
Cn1c(=O)n(C)c2cc(/C=N/NC(=O)c3cccc(Br)c3)ccc21	70.7*	-3.3
COc1ccc(N(CC(=O)Nc2cccc(SC)c2)S(C)(=O)=O)cc1	19.3	6.9
COCCCNC(=O)Cn1nnc(-c2ccc(NC(=O)c3ccccc3F)cc2)n1	-6.4	-11.5
Cc1nc(NCCCn2ccnc2)c2oc3ccccc3c2n1	-9.2	4.6
C=CCc1cccc2cc(C(=O)N3CCN(C(=O)OCC)CC3)c(=O)oc12	-2.2	-6.9
C#CCOCCOCCOCCNc1nc(N2CCN(C(=O)CCCCCCCCCCNC(=O)Cn3cc(C[C@@H](C)O)nn3)CC2)nc(N2CCN(C(=O)CCCCCCCCCCNC(=O)[C@H](CCCN=C(N)N)n3cc(C[C@@H](C)CC)nn3)CC2)n1	-172.4	3.7
O=C(CN1C(=O)C2CC=CCC2C1=O)OCCN1C(=O)c2ccccc2C1=O (stereo unspecified)	17.5	2.5
Cc1cccc(N2CCN(C(=O)c3ccc(CS(=O)(=O)c4ccccc4C)o3)CC2C)c1 (stereo unspecified)	-48.0	-0.5
Cc1ccc(CCNS(=O)(=O)c2ccc(C)cc2)cc1	5.5	-4.4
Cc1[nH]n2c(=O)c3c(nc2c1-c1cccc2ccccc12)CCC3	3.5	-0.3

Next part, overlapping the part above by six compounds.
SMILES	C2C12 statin	PglD DTNB
C=CCc1cccc2cc(C(=O)N3CCN(C(=O)OCC)CC3)c(=O)oc12	-2.2	-6.9
C#CCOCCOCCOCCNc1nc(N2CCN(C(=O)CCCCCCCCCCNC(=O)Cn3cc(C[C@@H](C)O)nn3)CC2)nc(N2CCN(C(=O)CCCCCCCCCCNC(=O)[C@H](CCCN=C(N)N)n3cc(C[C@@H](C)CC)nn3)CC2)n1	-172.4	3.7
O=C(CN1C(=O)C2CC=CCC2C1=O)OCCN1C(=O)c2ccccc2C1=O (stereo unspecified)	17.5	2.5
Cc1cccc(N2CCN(C(=O)c3ccc(CS(=O)(=O)c4ccccc4C)o3)CC2C)c1 (stereo unspecified)	-48.0	-0.5
Cc1ccc(CCNS(=O)(=O)c2ccc(C)cc2)cc1	5.5	-4.4
Cc1[nH]n2c(=O)c3c(nc2c1-c1cccc2ccccc12)CCC3	3.5	-0.3
Cc1c(C(=O)OCC(=O)N2CC(C)OC(C)C2)oc2ccc(Br)cc12 (stereo unspecified)	-3.3	-2.6
CC(=O)N1CCN(S(=O)(=O)c2ccc(S(=O)(=O)NCC(C)C)cc2)CC1	7.6	-2.8
O=C(CSc1nnc(-c2cccnc2)n1Cc1ccco1)N1c2ccccc2Sc2ccccc21	19.7	-19.4
CC(Nc1cc(N2CCCC2)ccc1[N+](=O)[O-])c1ccccc1 (stereo unspecified)	31.4	3.4
COc1ccc(C(c2nnnn2C(C)(C)C)N2CCN(c3nc4ccccc4s3)CC2)cc1 (stereo unspecified)	-10.4	2.9
COc1cc(C2c3c(oc4ccccc4c3=O)C(=O)N2Cc2ccncc2)ccc1O (stereo unspecified)	3.9	-1.4
COCCNC(=O)c1cc(-c2cccc(OC)c2)on1	1.2	-3.1
CCOc1ccccc1NC(=O)CSc1nnnn1Cc1ccccc1	-1.0	2.9
CCOC(=O)N1CCN(c2c(-c3ccc(C)c(C)c3)c(=O)c2=O)CC1	3.8	0.9
COCc1cc(C)nc(OCC(=O)N/N=C\c2cc(C)n(-c3cccc(C(F)(F)F)c3)c2C)c1C#N	12.6	-3.3
COc1ccc(NC(=O)N2CCC(n3nnc4cc(C)ccc43)CC2)cc1	0.0	3.1
O=S(=O)(c1ccccc1)c1nc(-c2ccco2)oc1N1CCCCCC1	105.1*	-0.9
COc1ccc(C(=O)Nc2nc3c(s2)Cc2cc(OC)ccc2-3)cc1	0.8	-5.9
CCNC(=O)CN(CCc1ccccc1)S(=O)(=O)c1ccc(OC)cc1	-6.0	-2.7
CN(C(=O)CSc1nnc(-c2ccco2)o1)C1CCCCC1	-1.6	4.2
Cn1c(-c2cc(Br)ccc2O)n[nH]c1=S	16.1	4.7
COc1ccccc1CNS(=O)(=O)c1cc(C)ccc1OC	9.8	-0.2
N#CC1(Cc2ccccc2Cl)c2ccccc2C=CN1C(=O)c1ccccc1 (stereo unspecified)	40.4	-4.7
CCOc1ccc(-n2c(=O)c3sccc3n(CC(=O)NCc3ccco3)c2=O)cc1	2.9	2.3
C=CCN1C(=O)C2(c3ccccc31)C1CCCC=C1C(C#N)=C(N)C2(C#N)C#N (stereo unspecified)	3.4	-3.6
COc1ccccc1NS(=O)(=O)c1ccc(NC(C)=O)cc1	11.6	1.9
CCN(C(=O)CSc1nc2nc(C)cc(C)n2n1)c1ccccc1	-0.8	-1.9
COc1ccc(/C=C/C(=O)Nc2ccccc2C(=O)N2CCCC2)cc1	6.3	1.9
COc1ccc(CCNC(=O)CNS(=O)(=O)c2ccc(Br)s2)cc1OC	8.9	-2.9
O=C(COC(=O)C1c2ccccc2Oc2ccccc21)NC1CCS(=O)(=O)C1 (stereo unspecified)	11.2	3.3
More results:
SMILES	C2C12 statin	PglD DTNB
Cc1nc(NC(=O)c2cccnc2)ccc1Br	-15.2	-1.9
CN(C)CC(C)(C)CNC(=O)C1CCN(Cc2ccccc2O)CC1	-4.3	0.8
O=C(O)C1C2C=CC(C3CC23)C1C(=O)O (stereo unspecified)	8.5	-1.4
O=C(Nc1ccc(N2CCN(C(=O)c3ccccc3)CC2)cc1)c1ccc(Br)o1	8.2	1.7
CCOC(=O)N1CCN(S(=O)(=O)c2cccs2)CC1	7.0	0.9
O=C(CSc1nc2ccccc2o1)c1cc2ccccc2oc1=O	-13.0	-0.3
CCOc1ccc(NC(=O)CSC2=C(C#N)C(c3ccc4c(c3)OCO4)CC(=O)N2)cc1 (stereo unspecified)	-6.1	-2.0
COc1ccc(OC)c(C(=O)CN2C(=O)NC(C)(c3ccccc3)C2=O)c1 (stereo unspecified)	2.7	-1.6
Cc1ccc(-c2cn(S(=O)(=O)c3cccc4nsnc34)nc2N)cc1	7.0	0.2
Cc1ccc(S(=O)(=O)ON=C2CCN(S(=O)(=O)c3ccccc3)CC2)cc1	-20.4	-1.3
COc1ccc(Cl)cc1S(=O)(=O)N1CCN(C(=O)c2ccco2)CC1	-10.5	7.0
COc1cccc(NC(=O)CSc2nnc(C)s2)c1	9.9	-5.1
Cc1cc(C)cc(NC(=O)c2nnn(Cc3cc(C)ccc3C)c2N)c1	5.9	-3.9
O=C(NC1CCCC1)c1sc(=S)n2c1[nH]c(=O)c1ccccc12	-43.2	-1.4
CS(=O)(=O)N(CC(=O)NC1CCCC1)c1ccc2c(c1)OCCO2	5.5	8.0
N=c1n(Cc2ccccc2)c2ccccc2n1CC(O)c1ccccc1 (stereo unspecified)	-83.9	-0.2
CN(C(=O)c1cccc(Nc2ccc(-c3ccc4c(c3)OCCO4)nn2)c1)C1CCCCC1	-19.2	3.1
CNc1nn(-c2cccc(Cl)c2)nc1N	-10.7	1.0
Cc1cc(NC(=O)CSc2nnc(-c3ccc(S(=O)(=O)N4CCCC4)cc3)n2C)no1	1.0	4.8
CN1CCc2c(sc(/N=C/c3cccs3)c2C(N)=O)C1	-0.8	3.3
CCCCCC1CC(CC(=O)O)C(=O)O1 (stereo unspecified)	119.3*	7.4
CC(C)NC(=O)CSCc1c(Cl)cccc1Cl	14.9	-1.9
CCCCC(=O)NC1(C(F)(F)F)C(=O)Nc2c1c(=O)n(C)c(=O)n2C (stereo unspecified)	-3.2	8.5
CC(=O)c1ccc(N2CCN(C(=O)C3CCN(S(=O)(=O)Cc4ccccc4)CC3)CC2)cc1	6.4	0.1
O=C(Nc1cccc([N+](=O)[O-])c1)C12CC3CC(C1)CC(n1cnc([N+](=O)[O-])n1)(C3)C2	5.5	3.8
More compounds.
SMILES	C2C12 statin	PglD DTNB
Cc1cccc(NC2SC(=O)N(CC(=O)O)C2=O)c1 (stereo unspecified)	5.7	5.0
COc1cccc2cc(C(=O)C3=C(O)C(=O)N(CCN(C)C)C3c3ccc(F)cc3)oc12 (stereo unspecified)	-3.5	-3.7
FC(F)(F)c1cc(-c2ccccc2)nc(N2CCOCC2)n1	16.7	-6.8
CCO/C=C1/C(=O)N(C)C(=O)c2cc(OC)ccc21	7.3	0.2
CCCOc1ccccc1C(=O)N(Cc1ccco1)C1CCS(=O)(=O)C1 (stereo unspecified)	3.9	1.5
Cc1cccc(-c2c3c(=O)n(C)c(=O)n(C)c3c3cccnn23)c1	-7.3	-2.4
COc1ccc(NC(=S)NC(NC(=O)c2cccc3ccccc23)C(Cl)(Cl)Cl)c([N+](=O)[O-])c1 (stereo unspecified)	46.5	1.4
O=S(=O)(CCN1CCN(C(c2ccccc2)c2ccccc2)CC1)C(F)(F)F	50.1	-0.7
O=C(NCCCN1CCOCC1)c1cc2ccccc2o1	24.8	-3.3
CCNC(=O)CSc1nnc(C2CC2)n1-c1ccccc1	-1.1	0.1
CCCC1(c2ccccc2)NC(=O)N(CC(=O)Nc2sc(-c3ccccc3)cc2C(=O)OCC)C1=O (stereo unspecified)	3.0	-1.1
COc1ccc(/C=C(/C#N)C(=O)NC2CCCCC2)cc1Br	7.6	5.4
CCCCN(C(=O)CN1C(=O)C2CC=CCC2C1=O)c1c(N)n(CCC)c(=O)[nH]c1=O (stereo unspecified)	5.6	2.2
O=C(/C=C/c1ccco1)Nc1cccc(-c2nc3ccccc3[nH]2)c1	3.2	3.0
CC1Cc2ccccc2N1C(=O)CSc1nc2ccccc2n1CC(=O)N1CCOCC1 (stereo unspecified)	2.0	-2.1
Cc1ccc2c(c1)[C@H]1[C@H](CO2)[C@H](c2ccccc2)[C@]2(C)C(=O)Nc3cc(Cl)ccc3C(=O)N12	-10.7	-3.6
O=C(NCc1cccs1)c1cccc(N2CCCC2=O)c1	14.0	4.6
CCn1c(=O)n(CC(=O)NC2CCCC(C)C2C)c(=O)c2ccccc21 (stereo unspecified)	8.1	-0.2
NS(=O)(=O)c1ccc(CCNc2cc(=O)n(Cc3ccc(F)cc3)c(=O)[nH]2)cc1	-2.4	-2.4
COC(=O)C1=C(C)N=c2s/c(=C/c3cccs3)c(=O)n2C1c1cccs1 (stereo unspecified)	18.1	-2.0
O=C(NCc1cccnc1)c1ccc(Cl)cc1[N+](=O)[O-]	2.7	-2.4
Cc1ccc(C=C2C(=O)c3ccccc3C2=O)s1	3.8	-2.0
O=C(CCN1C(=O)C2CC=C(Cl)CC2C1=O)NCc1ccco1 (stereo unspecified)	4.8	-2.3
Nc1nc(-c2ccccc2)nc(-c2ccccc2O)n1	13.1	-8.2
CC1=C(C(=O)N2CCCCC2)C(c2cccs2)NC(=O)N1 (stereo unspecified)	3.6	-1.8
Additional structures.
SMILES	C2C12 statin	PglD DTNB
Cc1cc(NC(=O)c2cccs2)n(-c2ccccc2)n1	1.6	-2.4
Cc1cc(C)n(C(=O)CNC(=O)C2COc3ccccc3O2)n1 (stereo unspecified)	-3.1	0.5
Oc1c(CN2CCCCC2)cc(COCc2ccccc2)c2cccnc12	-1.8	3.0
O=C(OCn1nnc2ccccc2c1=O)C1CCN(S(=O)(=O)c2cccs2)CC1	-1.8	-8.3
CC(OC(=O)c1cc[n+]([O-])cc1)C(=O)Nc1ccc(Cl)cn1 (stereo unspecified)	-12.8	9.1
CCc1ccc(C(=O)NC2CCCCC2)s1	-8.2	5.8
Cc1ccc(OCC(=O)N(Cc2ccco2)C2CCS(=O)(=O)C2)cc1C (stereo unspecified)	9.4	0.5
CCOC(=O)Cn1nc(C)n(-c2ccccc2)c1=O	-8.5	-3.8
CCOc1ccc2nc(NC(=O)c3ccc(S(=O)(=O)N4CCOCC4)cc3)sc2c1	15.0	-0.1
COc1ccc(OC)c(C(=O)CSc2nnc(-c3cccs3)n2C)c1	-4.2	-3.8
COc1ccc(CCN(Cc2nc(-c3ccccc3)no2)Cc2nc(-c3ccccc3)no2)cc1OC	3.5	-4.5
CC1(C)N=C2C(=[N+]1[O-])CCC/C2=N\O	-1.6	-0.8
[O-][n+]1onc2c1CCC1N(O)C(c3ccccc3)CC21O (stereo unspecified)	34.8	2.5
Cc1ccc(NCc2nnc(SCC(=O)N(Cc3ccccc3)C(C)(C)C)o2)c(C)c1	52.1	-1.0
Cc1nc(SCC(=O)CC(=O)OC(C)C)c(C#N)c(C)c1C	-7.2	2.4
S=c1[nH]nc(-c2cccc(Cl)c2)n1CCN1CCCCC1	1.2	-1.3
